WT yeast gro inh = growth inhibition of WT strain, primary screen, mitochondrial fusion inhibitor project, WT and mutant strains, chemical genetic. mitochondrial fusion phenotypic screen. inhibition, % at 10 µM. 190,000 tested, 2.1% active. AID 1362, 2008; in the data active means inhibition above about 58%; tested in S. cerevisiae
b-catenin transl = modulators of beta-catenin nuclear translocation, primary screen, imaging, HeLa cells, immunofluorescence, high-content; 190,000 tested, 0.3% active; nuclear translocation activity, % at 5 µM;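 active means nuclear translocation activity above 50% at 5 µM, with a well cell count of 50 or more; inconclusive means wells under 50 cells across six images, flagged as toxic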;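 further: per-cell ratio of nuclear to cytoplasmic median beta-catenin stain intensity; plate controls were DMSO negative control for no effect and GSK-3 inhibitor IX positive control for full effect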
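Assay system: human HeLa cells, native beta-catenin; doses: 5 µM primary, 0.02–20 µM confirmation; incubation: compound treatment 24 h, 37°C, 5% CO2; technique: fluorescence imaging of beta-catenin antibody stain plus DAPI; measure: % activation, nuclear-to-cytoplasmic median beta-catenin signal ratio per cell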
West Nile antiviral = West Nile virus antiviral activity, cell-based, CPE readout (AID 1621); West Nile virus-infected cells, CPE inhibition; higher % means a stronger effect; CPE inhibition, % at 10 µM; hits with a dose series show IC50 in µM; 290,000 tested, 0.02% active; in the data active means a potency from the dose series; inconclusive means CPE inhibition mostly from about 3.7% at the one dose, without a potency; inactive means the rest, 99 in 100 with CPE inhibition below about 2.2%; further: strong numbers were not always called active
MT stabilizer = microtubule stabilizers in HeLa cells, primary screen, imaging, high-content imaging; % tubulin-high responders, % at 10 µM; 200,000 tested, 0.83% active; HeLa tubulin immunostaining HCS, 24 h; share of cells brighter than vehicle mean+2SD; AID 2205, 2009;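 active means plate Z-score above 3 for both tubulin-high and condensed-nucleus cell shares, with cell loss under 80%, at 10 µM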;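 further: anti alpha tubulin signal scored within the nucleus-defined area of each cell; some results filed as inactive read as strong as hits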
Autophagy HCS = autophagy modulators in MEF cells, primary screen, imaging, high-content, MEF GFP-LC3 | MEF GFP-LC3 puncta imaging; test concentration mostly 10 µM | calls only at 10 µM (by protocol) | 190,000 tested, 0.98% active;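 active means percentage of spot-positive cells more than 3 SD above its plate mean, without a fluorescence outlier flag or 80% toxicity; inconclusive means no clear call, values can overlap the other calls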;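 further: spot-positive cell cutoff set from DMSO-treated cells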
Ins promoter up = insulin promoter activators in MIN6 cells, imaging, high-content screening, mouse beta cells | MIN6 insulin promoter-GFP reporter; stronger effect = higher value | z-score at 5 µM | 190,000 tested, 0.3% active;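 active means z-score above 3 at 5 µM with at least 500 cells counted in the well; inconclusive means wells under 500 cells, flagged as cytotoxic or low count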
Myeloid diff MLP = induction of myeloid progenitor differentiation, primary screen, cell-based, flow cytometry, MLPCN library. calls only at 10 µM. 360,000 tested, 1% active. AID 624256, 2012. ER-HoxA9 myeloid progenitors, lysozyme-GFP differentiation;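 active means normalized GFP-positive differentiation at or above the plate's own cutoff, the solvent-only control mean plus 3 SD; inconclusive means no clear call, values can overlap the other calls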;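 further: cells exposed to compound for four days before flow analysis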
T cell modulator = modulators of CD8 T cell-vesicle binding, primary screen, mouse 2C CD8+ T cells, flow cytometry; 2C CD8+ T cell-vesicle binding; stronger effect = lower value; calls only at 7 µM; 330,000 tested, 0.068% active; AID 2052, 2009;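 active means response, share of CD8 T cells binding vesicles, and their 90th percentile fluorescence all below set limits, cut at about 80% in these data, passing the limit was not always enough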
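System: murine 2C transgenic CD8+ T lymphocytes; also added: QL9-loaded Drosophila micro-vesicles; times: binding 1.5 h at 37 °C; measured by: flow cytometry, PE anti-B7-1 (FL2) versus Alexa647 anti-CD8 (FL8), PFA-fixed; control set: Peptide-free naked vesicles (low) and QL9 vesicles with 0.7% DMSO vehicle (high)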
Lipid droplet = inhibitors of hepatocyte lipid droplet formation, primary screen, imaging, high-throughput imaging, BODIPY stain | AML12 mouse hepatocytes, oleate lipid droplets | inhibition, % at 6.5 µM | 240,000 tested, 0.4% active;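 active means lipid droplet intensity inhibited by at least 50%, with more than 500 cells counted; inconclusive means wells with under 300 cells, treated as cytotoxic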
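Assay system: AML12 mouse liver cells | Compound: 6.5 µM single-point dosing | Schedule: Overnight exposure | Technique: Fluorescence imaging, 20x objective, two fields per well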
WT yeast gro inh mutant strain = recorded beside WT yeast gro inh, whose call it bears; inhibition, %; mitochondrial fusion phenotypic screen, mutant strain inhibition
Ins promoter up cell count = recorded beside Ins promoter up, whose call it bears; cell count; measured here: cytotoxicity, nuclei count;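 total cells summed across four imaged fields per well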
Lipid droplet cells 6.5 µM = also measured in Lipid droplet; calls as there; cell count; measured here: cell count, cytotoxicity flag;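 cells counted across two imaged fields per well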
b-catenin transl cell count 5 µM = also measured in b-catenin transl; calls as there; cell count; measured here: cell count, cytotoxicity flag
T cell modulator vesicle-bound % = further read-out of T cell modulator, marked with its call; double positive events, %; measured here: CD8+ vesicle-bound cell fraction;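 binding gate set so that unloaded-vesicle control wells show 10% double positive cells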
MT stabilizer Hoechst-high % = recorded beside MT stabilizer, whose call it bears; % Hoechst-high responders; measured here: nuclear condensation Hoechst responders;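 share of cells brighter than vehicle mean plus two SD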
MT stabilizer cytotoxicity % = recorded beside MT stabilizer, whose call it bears; toxicity, %; measured here: cytotoxicity by cell density;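 0% = mean cell density of plate MIN control wells and 100% = no cells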
Autophagy HCS cell loss 18 h = recorded beside Autophagy HCS, whose call it bears; toxicity, %; measured here: cell loss, nuclei count;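 cell loss after 18 h compound exposure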
Myeloid diff MLP GFP+ MAC1+ % = second read-out of Myeloid diff MLP, no call of its own (marks repeat the call); GFP+ MAC1+ double positive, %; measured here: differentiation confirmed by MAC1 staining
Numbers without * were called inactive.

What do the screens show for `CCOC(=O)/C(=C/Nc1ccc(F)c(F)c1)[N+](=O)[O-]`?
b-catenin transl: -0.5; West Nile antiviral: 0.6%; Ins promoter up: -0.2; Myeloid diff MLP: inactive; T cell modulator: inactive; Lipid droplet: -1.0; Ins promoter up cell count: 1033; Lipid droplet cells 6.5 µM: 703; b-catenin transl cell count 5 µM: 1334; T cell modulator vesicle-bound %: 21.0; Myeloid diff MLP GFP+ MAC1+ %: 2.1

Results for CC(C)CN1C(=O)c2ccc(C(=O)Nc3ccc(OCC(=O)O)cc3)cc2C1=O ?
West Nile antiviral: 0.4%; Myeloid diff MLP: inactive; T cell modulator: inactive; Lipid droplet: 1.5; Lipid droplet cells 6.5 µM: 663; T cell modulator vesicle-bound %: 19.1; Myeloid diff MLP GFP+ MAC1+ %: 1.2

Results for CN1C(=O)c2ccc(C(=O)Nc3ccc4c(c3)OCO4)cc2C1=O ?
West Nile antiviral: -0.1%; Myeloid diff MLP: inactive; T cell modulator: inactive; Lipid droplet: -23.3; Lipid droplet cells 6.5 µM: 795; T cell modulator vesicle-bound %: 69.3; Myeloid diff MLP GFP+ MAC1+ %: 0.7

How did O=C1CN(CC(=O)N2CCOCC2)c2ccccc2O1 do in these assays?
WT yeast gro inh: -1.7; b-catenin transl: 3.4; West Nile antiviral: -0.1%; MT stabilizer: 1.4; Ins promoter up: -0.18; T cell modulator: inactive; WT yeast gro inh mutant strain: 4.0; Ins promoter up cell count: 1238; b-catenin transl cell count 5 µM: 1467; T cell modulator vesicle-bound %: 15.1; MT stabilizer Hoechst-high %: 1.9; MT stabilizer cytotoxicity %: 12.2

Results for COc1ccc(-c2nc3c4ccccc4ccn3c2CN2CCOCC2)cc1OC ?
b-catenin transl: -0.5; West Nile antiviral: 0.4%; Ins promoter up: -0.55; Myeloid diff MLP: inactive; T cell modulator: inactive; Lipid droplet: 12.8; Ins promoter up cell count: 962; Lipid droplet cells 6.5 µM: 718; b-catenin transl cell count 5 µM: 1318; T cell modulator vesicle-bound %: 55.0; Myeloid diff MLP GFP+ MAC1+ %: 0.5

Results for CN(CC(=O)NCc1ccc(F)cc1)S(=O)(=O)c1cccc2nsnc12 ?
WT yeast gro inh: 1.6; West Nile antiviral: -0.1%; MT stabilizer: 9.7; Autophagy HCS: inactive; Myeloid diff MLP: inactive; T cell modulator: inactive; WT yeast gro inh mutant strain: 5.0; T cell modulator vesicle-bound %: 19.6; MT stabilizer Hoechst-high %: 1.9; MT stabilizer cytotoxicity %: 2.5; Autophagy HCS cell loss 18 h: 4.9; Myeloid diff MLP GFP+ MAC1+ %: 0.6

How did CCCCN1C(=O)/C(=C2/Sc3ccccc3N2C)S/C1=N\c1ncn[nH]1 do in these assays?
WT yeast gro inh: -8.2; b-catenin transl: 0.9; West Nile antiviral: -0.4%; MT stabilizer: 2.7; Autophagy HCS: inactive; Myeloid diff MLP: inactive; T cell modulator: inactive; Lipid droplet: 24.0; WT yeast gro inh mutant strain: -47.1; Lipid droplet cells 6.5 µM: 739; b-catenin transl cell count 5 µM: 916; T cell modulator vesicle-bound %: 16.0; MT stabilizer Hoechst-high %: 2.6; MT stabilizer cytotoxicity %: 6.1; Autophagy HCS cell loss 18 h: 30.7; Myeloid diff MLP GFP+ MAC1+ %: 0.6

What do the screens show for `Cc1c(Cl)cnc(NC(=O)COC(=O)Cc2coc3ccc4ccccc4c23)c1Cl`?
WT yeast gro inh: -6.8; b-catenin transl: -1.3; West Nile antiviral: -0.2%; MT stabilizer: 3.2; Autophagy HCS: inactive; Ins promoter up: 0.03; Myeloid diff MLP: inactive; T cell modulator: inactive; Lipid droplet: 0.5; WT yeast gro inh mutant strain: -9.4; Ins promoter up cell count: 1527; Lipid droplet cells 6.5 µM: 540; b-catenin transl cell count 5 µM: 1107; T cell modulator vesicle-bound %: 51.3; MT stabilizer Hoechst-high %: 2.9; MT stabilizer cytotoxicity %: 2.6; Autophagy HCS cell loss 18 h: 7.9; Myeloid diff MLP GFP+ MAC1+ %: 0.8

How did Cc1ccc(C(=O)C(C)OC(=O)Cn2c(C)csc2=O)cc1 (stereo unspecified) do in these assays?
West Nile antiviral: -0.4%; Myeloid diff MLP: inactive; T cell modulator: inactive; Lipid droplet: 1.2; Lipid droplet cells 6.5 µM: 829; T cell modulator vesicle-bound %: 52.8; Myeloid diff MLP GFP+ MAC1+ %: 1.3

How did CC(=O)[C@@]1(O)[C@H](C)CC2C3CC=C4CC(OP(=O)(O)O)CC[C@]4(C)C3CC[C@@]21C (stereo partly specified) do in these assays?
West Nile antiviral: 0.1%; Myeloid diff MLP: inactive; T cell modulator: inactive; Lipid droplet: -5.2; Lipid droplet cells 6.5 µM: 853; T cell modulator vesicle-bound %: 30.6; Myeloid diff MLP GFP+ MAC1+ %: 0.7

Results for COc1ccccc1NC(=O)COC(=O)C1CCN(/C=C/C(=O)C(F)(F)F)CC1 ?
WT yeast gro inh: -6.1; b-catenin transl: 1.4; West Nile antiviral: 1.6%; MT stabilizer: 1.5; Autophagy HCS: inactive; Ins promoter up: 0.5; Myeloid diff MLP: inactive; T cell modulator: inactive; Lipid droplet: -18.4; WT yeast gro inh mutant strain: -12.7; Ins promoter up cell count: 1280; Lipid droplet cells 6.5 µM: 659; b-catenin transl cell count 5 µM: 551; T cell modulator vesicle-bound %: 8.9; MT stabilizer Hoechst-high %: 2.7; MT stabilizer cytotoxicity %: 4.0; Autophagy HCS cell loss 18 h: 8.1; Myeloid diff MLP GFP+ MAC1+ %: 1.1

What do the screens show for `COc1cccc(/C=N/n2cncn2)c1OCC#N`?
WT yeast gro inh: 2.0; b-catenin transl: -2.9; West Nile antiviral: 0.1%; MT stabilizer: 2.2; Autophagy HCS: inactive; Ins promoter up: -0.07; Myeloid diff MLP: inactive; T cell modulator: inactive; Lipid droplet: 12.1; WT yeast gro inh mutant strain: 13.1; Ins promoter up cell count: 1796; Lipid droplet cells 6.5 µM: 677; b-catenin transl cell count 5 µM: 1089; T cell modulator vesicle-bound %: 24.6; MT stabilizer Hoechst-high %: 1.7; MT stabilizer cytotoxicity %: 0.3; Autophagy HCS cell loss 18 h: 23.6; Myeloid diff MLP GFP+ MAC1+ %: 0.9

Results for O=C(O)CCC(NS(=O)(=O)c1ccc(N2CCCC2=O)cc1)C(=O)O (stereo unspecified) ?
WT yeast gro inh: -6.3; b-catenin transl: 2.2; West Nile antiviral: 0.2%; MT stabilizer: 6.4; Autophagy HCS: inactive; Ins promoter up: 1.69; Myeloid diff MLP: inactive; T cell modulator: inactive; Lipid droplet: -2.2; WT yeast gro inh mutant strain: -6.9; Ins promoter up cell count: 1276; Lipid droplet cells 6.5 µM: 786; b-catenin transl cell count 5 µM: 750; T cell modulator vesicle-bound %: 15.6; MT stabilizer Hoechst-high %: 2.2; MT stabilizer cytotoxicity %: 5.8; Autophagy HCS cell loss 18 h: 1.0; Myeloid diff MLP GFP+ MAC1+ %: 6.8

How did COC(=O)C1CCN(S(=O)(=O)c2c(C)n(C)c(=O)n(C)c2=O)CC1 do in these assays?
WT yeast gro inh: -14.3; b-catenin transl: 3.6; West Nile antiviral: 0.8%; MT stabilizer: 2.1; Autophagy HCS: inactive; Ins promoter up: 0.34; Myeloid diff MLP: inactive; T cell modulator: inactive; Lipid droplet: -2.2; WT yeast gro inh mutant strain: -27.6; Ins promoter up cell count: 1678; Lipid droplet cells 6.5 µM: 657; b-catenin transl cell count 5 µM: 915; T cell modulator vesicle-bound %: 17.5; MT stabilizer Hoechst-high %: 3.7; MT stabilizer cytotoxicity %: 8.1; Autophagy HCS cell loss 18 h: 9.5; Myeloid diff MLP GFP+ MAC1+ %: 1.5

How did O=C(O)CCCC(=O)N1CCc2cc(S(=O)(=O)NCc3ccc(F)cc3)ccc21 do in these assays?
WT yeast gro inh: 0.3; b-catenin transl: -0.8; MT stabilizer: 2.0; Autophagy HCS: inactive; Ins promoter up: 0.81; Myeloid diff MLP: inactive; T cell modulator: inactive; Lipid droplet: 2.6; WT yeast gro inh mutant strain: 3.8; Ins promoter up cell count: 1148; Lipid droplet cells 6.5 µM: 696; b-catenin transl cell count 5 µM: 1108; T cell modulator vesicle-bound %: 15.9; MT stabilizer Hoechst-high %: 2.2; MT stabilizer cytotoxicity %: 2.4; Autophagy HCS cell loss 18 h: 19.6; Myeloid diff MLP GFP+ MAC1+ %: 1.5

Results for Cc1ccc(C(=O)C(C(=O)/C=C/c2ccccc2)=C2SCCCS2)cc1 ?
WT yeast gro inh: 21.1; b-catenin transl: inconclusive; West Nile antiviral: 1.4%; MT stabilizer: 9.4; Autophagy HCS: inactive; Myeloid diff MLP: inconclusive; T cell modulator: inactive; Lipid droplet: -28.0; WT yeast gro inh mutant strain: -14.1; Lipid droplet cells 6.5 µM: 647; T cell modulator vesicle-bound %: 22.6; MT stabilizer Hoechst-high %: 2.6; MT stabilizer cytotoxicity %: 26.1; Autophagy HCS cell loss 18 h: 21.3

High-throughput results as filed in PubChem.
